Source: PubChem (National Center for Advancing Translational Sciences (NCATS))
USP1 inh: inhibitors of human USP1/UAF1 deubiquitinase; Potency, µM (series often up to 57.1 µM), for the others: top-dose activity change, negative = inhibition, hits mostly inhibitors; AID 743255; 0.23% of 390,000 active; recombinant USP1/UAF1, Ub-Rhodamine cleavage fluorescence; O94782; further: potency means the concentration at half of the fitted maximal effect; on the % scale 0 is the no-effect control and ±100 the full control effect; nearly all actives have a fitted effect of over 60% in size; inactives centre near -12
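USP1/UAF1 complex at 1 nM was preincubated with compound for 15 min at room temperature, then Ub-Rho substrate (150nM final) was added. Fluorescence (480/540 nm) was read kinetically, 6 reads every 60 seconds.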
RGS4 inhibitor: inhibitors of human regulator of G protein signaling 4; P49798; Transcreener GDP fluorescence polarization, RGS4-accelerated GTP hydrolysis; Potency, µM (highest dose often 114 µM), for the others: top-dose activity change, negative = inhibition, actives largely listed as inhibitors; 0.039% of 390,000 active; further: potency means the concentration at half of the fitted maximal effect; on the % scale 0 is the no-effect control and ±100 the full control effect; nearly all actives have a fitted effect of over 75% in size; some results filed as inactive show a strong effect at the top dose
Target sequence (P49798 whole entry, looked up): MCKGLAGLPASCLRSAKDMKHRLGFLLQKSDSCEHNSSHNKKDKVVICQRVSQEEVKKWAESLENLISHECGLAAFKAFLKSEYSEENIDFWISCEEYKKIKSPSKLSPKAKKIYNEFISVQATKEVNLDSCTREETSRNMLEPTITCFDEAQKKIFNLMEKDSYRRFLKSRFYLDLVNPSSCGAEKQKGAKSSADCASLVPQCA
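MLSMR compounds (23 nl, pin-transferred) preincubated 10 min at room temperature with a 500nM (2x) first reagent, then RGS4 at 900nM (2x) plus Transcreener GDP mix added; fluorescence polarization (620/688 nm) read before and after 90 min at 30 °C.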
mIDH1 inhibitor: inhibitors of human mutant IDH1 R132H. Potency, µM (highest dose often 76.6 µM), for inactives: at the highest dose activity change, negative = inhibition, most hits filed as inhibitors. IDH1-R132H enzyme, NADPH consumption, diaphorase/resazurin fluorescence. 0.093% of 390,000 active; further: potency means the concentration at half of the fitted maximal effect; on the % scale 0 is the no-effect control and ±100 the full control effect; nearly all actives have a fitted effect of over 65% in size
Target sequence (O75874 whole entry R132H, stated change not applied): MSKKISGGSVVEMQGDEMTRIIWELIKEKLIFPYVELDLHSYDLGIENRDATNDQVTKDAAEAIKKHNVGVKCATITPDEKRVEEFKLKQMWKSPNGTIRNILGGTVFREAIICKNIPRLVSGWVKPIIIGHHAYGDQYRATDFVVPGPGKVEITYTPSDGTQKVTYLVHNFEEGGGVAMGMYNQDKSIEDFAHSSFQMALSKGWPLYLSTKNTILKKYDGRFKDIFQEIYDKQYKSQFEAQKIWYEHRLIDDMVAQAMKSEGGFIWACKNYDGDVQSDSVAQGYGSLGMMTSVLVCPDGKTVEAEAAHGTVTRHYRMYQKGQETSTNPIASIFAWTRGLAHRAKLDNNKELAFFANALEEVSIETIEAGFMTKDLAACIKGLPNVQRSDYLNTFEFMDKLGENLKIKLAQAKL
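IDH1-R132H (0.5 ug/mL dispensed) in pH 7.5 Tris buffer was preincubated 30 min with compound, then given a substrate mix of 0.016 mM NADPH and 2 mM alpha-KG for 80 min at room temperature; remaining NADPH was read by diaphorase/resazurin fluorescence.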
Vif-A3F inh: inhibitors of Vif-A3F interaction; HeLa A3F-eYFP + Vif (tagged APOBEC3F with the HIV-1 protein that degrades it), YFP fluorescence increase; Potency, µM (titrated, usually from 46.1 µM), for the others: at the top dose activity, negative = active; 0.2% of 390,000 active; further: potency means the concentration at half of the fitted maximal effect; % of control where 0% means no effect; nearly all actives have a fitted effect of over 65% in size
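HeLa cells stably expressing Vif plus C-terminally eYFP-tagged A3F were seeded, incubated overnight at 37 deg C, dosed with compound, incubated overnight again at 37 deg C. Yellow fluorescence (Ex 488/Em 500-530) reported blocked Vif-mediated A3F-eYFP degradation.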
TrxR1 substrate: substrates of rat thioredoxin reductase 1. O89049. purified TrxR1 substrate turnover, NADPH consumption readout. Potency, µM (series often up to 114 µM), without a hit: at the highest dose activity change, negative = substrate turnover. 0.01% of 390,000 active. AID 588456; further: potency means the concentration at half of the fitted maximal effect; on the % scale 0 is the no-effect control and ±100 the full control effect; nearly all actives have a fitted effect of over 50% in size
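Rat TrxR1, dispensed at 90 nM, was prereduced with 400 uM NADPH (final) for 5 min at ~22 deg C, then incubated with compound 15 min before 400 uM selenite. A first-read NADPH fluorescence drop versus no-compound background flagged substrates.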
Glioma ERSR ind: ER stress response induction in glioma. U87-MG GRP78 promoter luciferase reporter, 16 h. Potency, µM, inactives show top-dose activation, actives largely listed as activators. 0.02% of 420,000 active. AID 602332; further: potency means the concentration at half of the fitted maximal effect; series mostly up to about 76 µM; % of control where 0% means no effect; nearly all actives have a fitted effect of over 35% in size
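Stably transfected U87-MG glioma cells carrying a GRP78-based luciferase sensor; 16 h compound incubation. Luminescence end-point read 10 min after Bright-Glo addition at room temperature.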
Vif-A3G inh: Vif-A3G binding inhibition. HeLa A3G-eYFP + Vif (tagged APOBEC3G with the HIV-1 protein that degrades it), YFP fluorescence, overnight. Potency, µM (titrated, usually from 46.1 µM), inactives show at the top dose activity, negative = active, hits mostly inhibitors. 0.076% of 410,000 active;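 further: potency means the concentration at half of the fitted maximal effect; on the % scale 0 is the no-effect control and ±100 the full control effect; nearly all actives have a fitted effect of over 60% in size; hits raise eYFP signal because A3G escapes Vif-driven loss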
Target sequence (Q9HC16 whole entry, looked up): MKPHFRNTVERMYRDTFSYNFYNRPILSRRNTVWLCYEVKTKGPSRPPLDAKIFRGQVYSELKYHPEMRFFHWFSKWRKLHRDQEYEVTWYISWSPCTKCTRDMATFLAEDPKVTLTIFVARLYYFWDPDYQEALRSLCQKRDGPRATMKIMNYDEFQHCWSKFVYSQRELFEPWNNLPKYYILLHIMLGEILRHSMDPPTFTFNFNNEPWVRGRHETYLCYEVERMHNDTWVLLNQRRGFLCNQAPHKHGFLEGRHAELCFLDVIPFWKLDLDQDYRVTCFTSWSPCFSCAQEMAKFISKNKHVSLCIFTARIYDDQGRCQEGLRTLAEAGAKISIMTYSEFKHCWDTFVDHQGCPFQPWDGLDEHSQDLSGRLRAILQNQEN
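HeLa cells stably expressing Vif and C-terminally eYFP-tagged A3G, seeded overnight at 37 deg C, then exposed to compound by pintool overnight at 37 deg C. Rise in yellow fluorescence (Ex 488/Em 500-530, Acumen) marks blocked Vif-driven A3G degradation.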
LDHA block: LDHA (human) enzyme inhibition. activity change, % (values are at about 110 or 230 µM). 0.15% of 480,000 active. purified LDHA, NADH/diaphorase-resazurin fluorescence; active compounds read low. AID 1347041. P00338; in the data active means activity change below about -30%; inconclusive means mostly about -25% to -30%;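 further: plate controls were DMSO wells for no effect and wells without enzyme for full effect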
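Remaining NADH was detected by diaphorase (0.133 mg/mL) converting 37 µM resazurin to fluorescent resorufin, read at 0 and 20 minutes. The preceding 5-minute room-temperature reaction used 2 nM LDHA, 0.2 mM sodium pyruvate and 0.06 mM NADH at pH 7.4.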
TrxR1 inh: blocks rat thioredoxin reductase 1. Potency, µM (doses to about 114 µM), for the others: top-dose activity change, negative = inhibition, most hits filed as inhibitors. 1% of 390,000 active. recombinant rTrxR1, NADPH fluorescence consumption, selenite substrate. O89049; further: potency means the concentration at half of the fitted maximal effect; on the % scale 0 is the no-effect control and ±100 the full control effect; nearly all actives have a fitted effect of over 65% in size
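Rat TrxR1 (90 nM in the dispensed reagent) was pre-reduced with 400 uM NADPH for 5 min at room temperature, then incubated with compound for 15 min. After 400 uM selenite was added, NADPH fluorescence (Ex 340/Em 450 nm) was followed for 8 min.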
Starred values were filed as active, the others as inactive; ? = inconclusive; / = not tested or not shown; & = joins results of further samples; [ ] = another dose, or the depositor's remark. Unless noted, the call rests on the fitted dose curve; in most records, active means well fitted curve in the direction sought with a large enough effect; inconclusive means small, poorly fitted or top-dose-only effect, or another doubt; inactive means no such curve, though single readings can be large; an effect the other way counts as inactive or inconclusive.

entry	Structure	TrxR1 substrate	USP1 inh	Vif-A3G inh	LDHA block	RGS4 inhibitor	Glioma ERSR ind	TrxR1 inh	Vif-A3F inh	mIDH1 inhibitor
1	NNC(=O)c1ccc(COc2ccc3ccccc3c2)o1	-3%	-9%	1%	1	7%	8%	11%	0%	6%
2	Cc1cc(NC(=O)C(C)SCC(=O)NCc2ccc(F)cc2)no1 (stereo not given)	-14%	6%	1%	1	-51%	-4%	-24%	11%	-2%
3	NS(=O)(=O)c1ccc(CCNC(=O)C(=O)NCC2OCCN2S(=O)(=O)c2cc(F)ccc2F)cc1 (stereo not given)	5%[57.1 µM]	-3%	-5%	-5	-5%	-4%	3%[57.1 µM]	-2%	-5%
4	CC(C)OC(=O)c1ccc(NC(=O)c2ccco2)cc1	-10%	-6%	-1%	-3	25%	1%	-5%	/	3%
5	Cc1ccc(C(=O)N/C(=C\c2ccc3c(c2)OCO3)C(=O)N2CCOCC2)cc1	-6%	-24%	1%	-4	-32%	1%	18%	-17%	8%
6	Cc1cccc2c(=O)cc(C)n(CC(=O)N3CCOCC3)c12	10%	2%	1%	3	38%	-1%	9%	-3%	-5%
7	CCc1ccc(NC(=O)Cn2cnc3sc(C)c(S(=O)(=O)N4CCN(c5ccccc5OC)CC4)c3c2=O)cc1	-10%	-17%	1%	0	-19%	-4%	-19%	2%	8%
8	CCOC(=O)C1CCN(C(=O)c2ccc(NS(=O)(=O)c3ccc(F)cc3C)cc2)CC1	-1%[57.1 µM]	-13%	-1%	2	-10%	7%	16%[57.1 µM]	3%	1%

The final two compounds of the section before open the next one.
entry	Structure	TrxR1 substrate	USP1 inh	Vif-A3G inh	LDHA block	RGS4 inhibitor	Glioma ERSR ind	TrxR1 inh	Vif-A3F inh	mIDH1 inhibitor
7	CCc1ccc(NC(=O)Cn2cnc3sc(C)c(S(=O)(=O)N4CCN(c5ccccc5OC)CC4)c3c2=O)cc1	-10%	-17%	1%	0	-19%	-4%	-19%	2%	8%
8	CCOC(=O)C1CCN(C(=O)c2ccc(NS(=O)(=O)c3ccc(F)cc3C)cc2)CC1	-1%[57.1 µM]	-13%	-1%	2	-10%	7%	16%[57.1 µM]	3%	1%
9	CC1=NC(C(F)(F)F)(C(F)(F)F)C2=C(CC(C)(C)CC2=O)N1Cc1ccco1	-3%	-6%	-1%	-1	-3%	-6%	-12%	2%	-3%
10	CC(=O)c1ccc(NC(=O)C2(S(=O)(=O)c3ccccc3)CC2)cc1	2%[57.1 µM]	-12%	-1%	6	-21%	1%	7%[57.1 µM]	0%	8%
11	COc1ccc(C2CC(c3c(-c4ccccc4)c4cc(Cl)ccc4[nH]c3=O)=NN2S(C)(=O)=O)cc1 (stereo not given)	-2%	-14%	-1%	-4	-23%	-2%	-4%	-24%	-2%
12	CCn1c(SCC(=O)c2ccccc2)nnc1-c1ccoc1C	-3%	-11%	1%	0	-51%	-1%	?	-2%	0%
13	COc1ccc(/C=c2\sc3nc(=O)c(C)nn3c2=O)c(OC)c1	0%	-9%	0%	3	-30%	5%	-2%	-2%	1%
14	COc1ccc(OCC(=O)NNC(=O)C(=O)Nc2cc(OC)ccc2OC)cc1	2%	-24%	-17%	-22	-16%	-6%	7%	1%	9%
15	CCCN1CCc2c(sc3nc(SCC)n(-c4ccccc4)c(=O)c23)C1	2%[2.29 µM]	-12%	1%	-1	-10%	-2%	11%[2.29 µM]	?	-3%
16	O=C(COc1ccc(Br)cc1)N1CCN(c2ncccn2)CC1	0%	-15%	0%	-9	11%	0%	4%	0%	8%
17	Cc1noc(C)c1S(=O)(=O)Nc1ccc2c(c1)C(=O)N([C@H](C)CO)C[C@H](C)[C@@H](CN(C)C(=O)NC(C)C)O2	-4%	-3%	0%	2	43%	0%	-31%	8%	-3%
18	CCCCN(c1ccccc1)c1ncnc2c1cnn2-c1cccc(C)c1	1%[57.1 µM]	-16%	0%	0	7%	1%	9%[57.1 µM]	2%	14%
19	Cc1c(C(=O)OCCOc2ccccc2)[nH]c2c1C(=O)CCC2	2%[57.1 µM]	-19%	-13%	-2	-10%[11.4 µM]	-11%	22%[57.1 µM]	-12%	-1%
20	CC(C)CNC(=O)COC(=O)c1c2c(nc3ccccc13)/C(=C/c1cccs1)CC2	-13%	-18%	-8%	4	-10%	1%	-27%	?	6%
21	C(=N\N1CCN(Cc2ccccc2)CC1)/c1ccc(-c2ccccc2)cc1	-3%	7%	0%	-1	18%	-3%	15%	-4%	-7%
22	CC(C)=CC(=O)OCC(=O)Nc1cc(C)ccc1C	-5%[57.1 µM]	-16%	-1%	-1	-29%	-3%	13%[57.1 µM]	5%	2%
23	NS(=O)(=O)c1ccc(NC(=O)CN2CCN(c3ccc(F)cc3)CC2)cc1	4%[57.1 µM]	-8%	3%	-7	17%	-3%	20%[57.1 µM]	-9%	29%
24	C/C(=N\NC(=O)C(C)Nc1cccc(Cl)c1)c1ccc([N+](=O)[O-])cc1 (stereo not given)	-11%	-20%	-2%	-3	-29%	-5%	-16%	3%	2%
25	Cc1ccc(SCC(=O)OCC(=O)NCC2CCCCC2)cc1C	-7%	-5%	0%	-5	20%	-4%	3%	1%	2%
26	COc1cc(C(=O)OCC(=O)NCC2CCCO2)cc(OC)c1OC (stereo not given)	7%	-14%	4%	-2	-8%	5%	23%	-2%	-4%
27	Cc1cc2oc(C(=O)Nc3ccc(S(=O)(=O)N4CCCC(C)C4)cc3)cc(=O)c2cc1Cl (stereo not given)	-5%	-19%	-2%	1&0	-24%	-4%	-4%	-15%	3%
28	CCc1ccc(CNC(=O)c2c3c(nc4ccccc24)C(=O)N(C2CCCCC2)C3)cc1	-8%[57.1 µM]	?	-7%	-12	4%	-4%	6%[57.1 µM]	6%	-6%
29	COC(=O)c1ccc(NC(=O)C2CC(=O)N(c3cc(C)ccc3C)C2)cc1 (stereo not given)	10%	-17%	0%	-3	-26%	-2%	-5%[57.1 µM]	-17%	3%
30	CN(Cc1ccc(F)cc1)C(=O)COc1ccccc1-c1ccccc1	-8%	-7%	-6%	1	5%	-3%	-1%	3%	4%
31	CCOC(=O)c1cc2n(c1C)-c1ccccc1C2=O	-8%	-3%	1%	0	-3%	8%	-4%	-11%	8%
32	Oc1cccnc1Sc1cccc(C(F)(F)F)c1	5%	-26%	1%	1	-33%	2%	14%	0%	3%
33	O=C(Cc1c(Sc2ccccc2)c2ccccc2n1Cc1ccccc1)NCCO	3%	-7%	0%	-6	-8%	-2%	17%	-8%	5%
34	C=CCn1c(=NC(=O)CN2C(=O)CCC2=O)sc2cc(S(N)(=O)=O)ccc21	-5%	2%	0%	-2	-11%	-2%	6%	6%	-3%
35	Cc1ccc(C)n1-c1ccc(C(=O)NN)s1	-8%	-9%	?	-3	-12%	-9%	21%[57.1 µM]	4%	1%
36	Oc1ccc(CN2CCCCC2)nc1-c1ccccc1	51%[activator]	-18%	0%	-3	-12%	-1%	-28%	/	8%
37	O=C(Cn1c2[n+](c3ccc(C(F)(F)F)cc31)CCCCC2)c1cccc([N+](=O)[O-])c1	1%	-4%	3%	-11	-3%	-3%	8%	-12%	5%
38	CCCC(C(=O)NC1CCCC1)N(C(=O)c1snc(C(N)=O)c1N)c1ccc(OCC)cc1 (stereo not given)	5%	-19%	-1%	-5	8%	-2%	6%[57.1 µM]	13%	-7%
39	CC1Oc2ccccc2N(CC(=O)NCCc2ccccc2)C1=O (stereo not given)	-10%	0%	0%	-7	-21%	-3%	-9%	1%	2%
40	CC(=O)Nc1ccc(NC(=O)CSc2nnnn2-c2ccc3c(c2)OCCO3)cc1	-7%	-10%	2%	-7	12%[11.4 µM]	-3%	-2%	-2%	-2%
41	Clc1ccc(-c2cn3cc(Br)ccc3n2)cc1Cl	-10%	4%	3%	0	-39%	-4%	-9%	-4%	7%
42	CCOC(=O)C1CCN(C(=O)COc2ccc(S(=O)(=O)N3CCCC3)cc2C)CC1	-2%	-1%	1%	-2	10%	-5%	9%	6%	-2%
43	CC(C)NC(=O)CCn1c(=S)oc2ccccc21	-2%	-6%	-5%	-3	15%	-5%	18%	-5%	-8%
44	CCOC(=O)c1[nH]c2ccc(F)cc2c1NC(=O)CN1CCN(C/C=C/c2ccccc2)CC1	17%	-19%	1%	-1	-7%	-10%	4%	-2%	5%
45	O=C(CNC(=O)c1ccco1)Nc1ccc(Cl)cc1	-13%	6%	2%	-2	10%	2%	1%[57.1 µM]	6%	7%

These rows are one share of the data; count on the stated rates, not on these rows.
